HePTP inh: human HePTP phosphatase inhibition; inhibition, % at 20 µM; P35236; recombinant HePTP phosphatase activity, OD absorbance; 110,000 compounds, 0.64% hits; AID 521; in the data active = inhibition above about 50%;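 also: plate controls were vehicle for no effect and reference inhibitor for full effect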
Target sequence (P35236 whole entry, looked up): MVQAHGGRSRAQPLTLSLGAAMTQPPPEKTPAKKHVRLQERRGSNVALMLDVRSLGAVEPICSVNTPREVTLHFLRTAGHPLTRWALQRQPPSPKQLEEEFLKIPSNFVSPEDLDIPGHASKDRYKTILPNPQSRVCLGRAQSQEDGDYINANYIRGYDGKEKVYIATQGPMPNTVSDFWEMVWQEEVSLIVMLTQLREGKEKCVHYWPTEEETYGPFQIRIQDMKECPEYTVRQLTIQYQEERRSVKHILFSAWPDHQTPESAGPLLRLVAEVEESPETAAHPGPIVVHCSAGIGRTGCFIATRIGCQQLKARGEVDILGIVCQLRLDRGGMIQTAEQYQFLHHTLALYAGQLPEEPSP
BAP1 inh: human BAP1 deubiquitinase inhibition | activity remaining (% of control), % at 20 µM | Q92560 | 72,000 compounds, 0.48% hits | recombinant BAP1, Ub-AMC hydrolysis fluorescence kinetic; active compounds read low;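 active = activity remaining at or below 50% of control, provided the compound also passes the data quality filters; inactive = the rest, including low values that fail the filters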;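 also: 100% = DMSO wells rate and 0% = substrate alone blank rate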
Target sequence (Q92560 whole entry, looked up): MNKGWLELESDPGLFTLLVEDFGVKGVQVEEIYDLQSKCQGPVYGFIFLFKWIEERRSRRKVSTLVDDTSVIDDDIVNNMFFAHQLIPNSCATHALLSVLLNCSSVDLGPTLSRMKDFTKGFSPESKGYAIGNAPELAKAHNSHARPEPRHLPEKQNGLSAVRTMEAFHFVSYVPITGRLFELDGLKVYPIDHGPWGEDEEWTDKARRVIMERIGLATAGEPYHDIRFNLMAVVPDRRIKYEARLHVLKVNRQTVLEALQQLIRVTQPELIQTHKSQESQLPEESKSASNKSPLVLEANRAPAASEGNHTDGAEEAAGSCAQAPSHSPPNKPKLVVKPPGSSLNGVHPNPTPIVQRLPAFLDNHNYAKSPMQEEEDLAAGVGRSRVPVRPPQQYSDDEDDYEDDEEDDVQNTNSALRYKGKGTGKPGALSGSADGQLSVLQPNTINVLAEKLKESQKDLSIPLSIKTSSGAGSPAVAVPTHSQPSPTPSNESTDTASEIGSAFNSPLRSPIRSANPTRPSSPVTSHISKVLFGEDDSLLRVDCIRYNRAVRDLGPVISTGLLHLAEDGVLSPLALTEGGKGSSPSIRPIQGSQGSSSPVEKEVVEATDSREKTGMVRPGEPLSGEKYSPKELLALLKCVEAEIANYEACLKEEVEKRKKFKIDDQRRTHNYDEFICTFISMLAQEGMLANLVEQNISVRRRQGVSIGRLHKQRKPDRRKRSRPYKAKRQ
An asterisk follows results filed as active; · = no result given; & = joins results of further samples; ! = not confirmed by another sample.

Sample of the layout, 3 compounds:
SMILES | HePTP inh | BAP1 inh
NC(=O)c1nn(-c2ccccc2)nc1NC(=O)CN1CCCCC1 | 6 | 102
Cc1onc(-c2c(Cl)cccc2Cl)c1C(=O)NC1CCCC1 | -13 | ·
COc1ccc2[nH]c(C)c(CN3CCCC(C)C3)c(=O)c2c1 (stereo not given) | 3 | 113

The list itself, repeating the preview:
SMILES | HePTP inh | BAP1 inh
NC(=O)c1nn(-c2ccccc2)nc1NC(=O)CN1CCCCC1 | 6 | 102
Cc1onc(-c2c(Cl)cccc2Cl)c1C(=O)NC1CCCC1 | -13 | ·
COc1ccc2[nH]c(C)c(CN3CCCC(C)C3)c(=O)c2c1 (stereo not given) | 3 | 113
N#C/C(Cn1c[n+](NC(=O)Nc2ccccc2)cn1)=N/O | 4 | 110
CC1CN(CC(O)COc2ccccc2C(C)(C)C)CC(C)O1 (stereo not given) | 7&9 | 112
CCN1c2ccccc2NC2N=C(OC)C(c3ccccc3)C21 (stereo not given) | 11 | 95
CCOC(=O)c1sc(SCC(=O)Nc2ccc(N(C)C)cc2)nc1N | 2 | 72
O=C(Cn1cnc2c(oc3ccccc32)c1=O)N1CCCc2ccccc21 | -3 | 84
COc1ccc2cc3cc(C(=O)Nc4ccc5c(c4)OCO5)oc3nc2c1 | -1 | 84
CN(C)c1cc(N/N=C/c2cccc(O)c2)nc(N(C)C)n1 | -4 | ·
CC(C)c1ccc(C(=O)Nc2cc(Cl)cc(Cl)c2)cc1 | -7 | ·
O=C(CSc1nnnn1-c1ccccc1)Nc1ccc(Cl)cn1 | -11 | ·
C=CCOc1ccc(/C=C2\C(=O)NC(=O)N(C)C2=O)cc1Br | -14 | ·
CCOC(=O)CSc1nc(NC#N)nc(N(CC)CC)n1 | -2 | 111
COc1ccc(OC)c(NC(=O)c2cc(Cl)c(OC)c(Cl)c2)c1 | -5 | ·
C=CCn1c(COc2cccc3ccc(C)nc23)nnc1SCC(N)=O | 7 | 82
O=C1Cc2ccccc2C(c2ccccc2)N1 (stereo not given) | 0 | 90
CC(=O)Oc1ccc(-c2cccc(C(=O)NCc3ccccc3)c2)cc1 | -13 | ·
COc1cccc(-c2cc(C(=O)N3CC4(C)CC3CC(C)(C)C4)no2)c1 (stereo not given) | 2 | 77
CCOc1ccc(C(=O)Nc2ccc3c(c2)OCO3)cc1OCC | -11 | 135
O=C(CC(c1ccc(F)cc1)c1ccco1)N1CCCC1 (stereo not given) | 0 | 107
Cc1onc(-c2ccccc2Cl)c1C(=O)NC12CC3CC(CC(C3)C1)C2 | -8 | ·
CCOc1ccc(CC(=O)C2C(=O)CCCC2=O)cc1OCC | -9 | 102
O=C(/C=C/c1ccccc1Cl)NCc1ccccn1 | 4 | ·
O=C(COC(=O)c1cccnc1)Nc1ccc(F)cc1 | -8 | 97
(list continues)
SMILES | HePTP inh | BAP1 inh
Cc1ccc(S(=O)(=O)NC(c2ccccc2)c2ccc(Br)cc2)cc1[N+](=O)[O-] (stereo not given) | 5 | ·
c1ccc(-c2n[nH]nc2-c2ccccc2)cc1 | · | 100
COc1ccc(C(=O)NCc2c(CC(C)C)oc(C)c2C(=O)O)cc1 | 3 | ·
O=C1CC(c2ccc3c(c2)OCO3)c2ccc3ccccc3c2N1 (stereo not given) | 7 | ·
Cc1[nH]c(=O)[nH]c(=O)c1S(=O)(=O)N(C)Cc1ccccc1 | -4 | 93
CCC(C)Sc1nc2c(c(=O)n1C)SC(C)C2 (stereo not given) | 1 | 80
CC(C)C(=O)NS(=O)(=O)c1ccc(NS(C)(=O)=O)cc1 | -6 | ·
CC(=O)Nc1cccc(NC(=O)CSc2nn3c(=O)c(C)nnc3s2)c1 | -4 | 81
COC(=O)c1c(NS(C)(=O)=O)sc2c1CCCC2 | 2 | 71
COC(C)(C)CNS(=O)(=O)c1ccc(Cl)cc1 | -10 | ·
CCCCC(=O)O[C@]1(C(=O)CO)CC[C@H]2[C@@H]3CCC4=CC(=O)CC[C@]4(C)[C@H]3[C@@H](O)C[C@@]21C | 10 | 122
CCN(CC)c1ccc(NC(=O)CC2Oc3ccccc3NC2=O)c(C)c1 (stereo not given) | 5 | 101
Cc1cc(Nc2ccc(F)cc2C)n2ncnc2n1 | 6 | 93
O=c1cc(CO)oc(CN2CCCC2)c1O | 8 | 101&95
CCCCCC(=O)Nc1ccc(S(=O)(=O)Nc2nccnc2OC)cc1 | · | 80
CC(C)(C)c1cc(N2C(=O)C(=O)/C(=C(\O)c3ccccc3)C2c2ccccc2F)no1 (stereo not given) | 7 | ·
COc1ccc(-c2nnc(SCC(=O)c3cc(C)n(Cc4cccs4)c3C)o2)cc1 | -6 | 58
COc1ccc(Cn2nnc(-c3ccccc3)n2)cc1 | -7 | ·
CN(c1ccccc1C(=O)NCc1ccco1)S(C)(=O)=O | 6 | 79
CCN1CCn2c3c(c4cc(C)ccc42)CCCC31 (stereo not given) | 1&-15 | 94
COC(=O)C(CCSC)NC(=O)c1cccs1 (stereo not given) | -10 | ·
c1csc(-c2nn3c(Cn4nnc5ccccc54)nnc3s2)c1 | -1 | 117
O=C(c1ccc2c(c1)OCO2)N1CCN(c2ccc(Cl)cc2)CC1 | 102*! | 102
CCc1ccc(N2C(=O)/C(=C/c3ccc(OCC(=O)O)c(OC)c3)C(=O)NC2=S)cc1 | -4 | ·
COc1ccccc1OCCC(=O)OCCN1C(=O)c2ccccc2C1=O | 7 | 95
Continued:
SMILES | HePTP inh | BAP1 inh
COc1cc(CNc2ccc3[nH]c(=O)[nH]c3c2)cc(Cl)c1OCC(=O)NC(C)(C)C | · | 162
CC(C)(C)OC(=O)N1CC(O)CC1C(=O)NC1CCCCC1 (stereo not given) | -7 | ·
O=C(CSc1nc(-c2ccc(F)cc2)cs1)N1CCN(C(=O)c2ccco2)CC1 | 10 | 108
O=C(N/C(=C/c1ccco1)C(=O)N1CCCCC1)c1ccc(Cl)cc1 | 0 | ·
CCn1nc(CC(=O)Nc2ccc(-n3cnnn3)c(C)c2)c2ccccc2c1=O | -5 | ·
Cc1cccc(-c2nc3cc(NC(=O)Cc4ccccc4)ccc3o2)c1 | -17 | ·
COc1ccc2cc3cc(C(=O)NCCN4CCN(c5ccccc5F)CC4)oc3nc2c1 | 0 | 178
COc1ccc(N2CCN(C(CNC(=O)c3ccco3)c3cccnc3)CC2)cc1 (stereo not given) | 2 | 85
COc1ccc(-n2c(Cc3cccn3C)nnc2SCC(=O)Nc2ccc(F)cc2F)cc1 | 3 | 83
NS(=O)(=O)c1cccc(NC(=O)c2cc3ccccc3o2)c1 | -8 | ·
COc1ccccc1C/C(N)=N/OC(=O)c1ccc(Cl)cc1 | 4 | ·
CCN(CCCNC(=O)CCCn1c(=O)[nH]c2ccccc2c1=O)c1cccc(C)c1 | 7 | 99
CC(=O)N1C(=O)C2(Nc3ccccc3N2)c2ccccc21 | 3 | 95
COc1ccc(Cc2nnc3n2N=C(c2cc4ccccc4o2)CS3)cc1OC | 8 | 127
CCOC(=O)C1=C(CC)Nc2ccccc2N=C1NC(=O)Cn1cnc2ccccc2c1=O | 6 | 107
COC(=O)c1ccc(/C=C2\C=C(c3ccc(Cl)cc3)OC2=O)cc1 | 1 | ·
Cc1no[n+]([O-])c1COc1ccc(/C=C2\SC(=S)NC2=O)cc1 | 10 | ·
c1cc2c3c(cccc3c1)NC1(CCCCCC1)N2 | 3 | 360
Cc1nc2c(c(=O)n1Cc1ccco1)c1nc3ccccc3nc1n2Cc1ccccc1 | 8 | 290
COc1ccc(-c2nc3cc(NC(=O)c4ccc([N+](=O)[O-])cc4Cl)ccc3o2)cc1OC | 4 | ·
Cc1nn(-c2ccccc2)c2sc(C(=O)OC3CCOC3=O)cc12 (stereo not given) | 11 | 194
COc1cccc(N2CCN(C(=O)CN(c3ccc(C)cc3)S(=O)(=O)c3c(C)n[nH]c3C)CC2)c1 | -15 | 96
O=C1CCC(=O)N1CN(Cc1ccco1)CN1C(=O)CCC1=O | 2 | 164
Cn1c(=O)c2c(O)cc(=O)[nH]c2n(-c2ccccc2)c1=O | 10 | 117
Cc1ccc(Nc2ccc([N+](=O)[O-])ccc2=O)cc1 | 19 | ·

Compound profiles, from the list above:
Results for `COc1ccc2cc3cc(C(=O)NCCN4CCN(c5ccccc5F)CC4)oc3nc2c1` = HePTP inh = 0; BAP1 inh = 178
Results for `CC(C)(C)OC(=O)N1CC(O)CC1C(=O)NC1CCCCC1` (stereo not given) = HePTP inh = -7; BAP1 inh = ·

The list goes on.
SMILES | HePTP inh | BAP1 inh
Cc1ccc(N(C(=O)C(Cl)(Cl)Cl)C2C=CS(=O)(=O)C2)cc1 (stereo not given) | -8 | ·
Oc1cccc2ccc(Nc3ccccn3)nc12 | 5 | 68
Cc1cc([N+](=O)[O-])c(-c2ccc(/C=C3/Sc4ccccc4C3=O)o2)cc1Cl | -5 | ·
CCC(=O)N1CCN(c2ccccc2NC(=O)COc2ccccc2Cl)CC1 | -6 | 86
CC(C)[N+](C)(CCOC(=O)C1c2ccccc2Oc2ccccc21)C(C)C | 16 | 85&93
COc1cccc(OCC(=O)NNC(=O)c2ccccc2C)c1 | -4 | ·
Cc1ccccc1Cn1ccc(NC(=O)c2cnn3cccnc23)n1 | -1 | 94
COc1ccc2c(c1)-c1c(ssc1=S)C(C)(C)N2C(=O)CSc1nnc(C)s1 | -11 | ·
O=S1(=O)C=CC(Sc2nc3ccccc3[nH]2)C1 (stereo not given) | 12 | 88
CC(=O)NC(c1ccc(Cl)cc1)c1c(O)ccc2ccccc12 (stereo not given) | -12 | ·
O=C(CCC1N=C2c3ccccc3N=C(SCc3cccc(Cl)c3)N2C1=O)NCc1ccco1 (stereo not given) | 1 | 63
CC1Cc2ccccc2N1C(=O)c1cccnc1 (stereo not given) | 6 | 99
O=C1C(c2ccc(F)cc2)N(Cc2ccc3c(c2)OCO3)C(=O)CN1C1CCCCC1 (stereo not given) | 10 | 110
COc1ccc(/C=C2\SC(=S)N(CCCC(=O)Nc3ncc(Cc4cccc([N+](=O)[O-])c4)s3)C2=O)cc1OC | 9 | ·
C=C(C)CSc1nnc(-c2ccccc2)n1N | -8 | 115
Cc1nnc(SCc2ccc(CC(=O)O)cc2)o1 | 1 | 101
CCN(CC)c1ccc(NC(=O)/C(=C\c2ccccc2)NC(C)=O)cc1 | 11 | ·
C/C(=N\Nc1nnc2c(n1)[nH]c1ccc(C)cc12)c1ccccn1 | -2 | ·
COc1ccc(-c2cc(-c3ccccc3O)[nH]n2)cc1OC | 5&5 | 94
CCN(CC)C(=O)NC1CC2CCCC(C1)N2Cc1ccccc1 (stereo not given) | 5 | 104
CCn1nc(C(=O)NC2=NCCS2)c2ccccc2c1=O | 5 | ·
O=C(C1CCCCN1S(=O)(=O)c1ccc(F)cc1)N1CCN(c2ccccc2F)CC1 (stereo not given) | -2 | 108
Cc1ccc(-n2ncc3c(NCCCN4CCOCC4)ncnc32)c(C)c1 | 7 | 101
O=C1N=C(c2ccccc2)C(c2ccccc2)N1 (stereo not given) | -1 | ·
Cc1cc2nc(-c3ccc(NC(=O)c4cccnc4)cc3)oc2cc1C | -2 | ·
(cont.)
SMILES | HePTP inh | BAP1 inh
C=CCOC(=O)COc1ccc2c(C)c(C)c(=O)oc2c1C | -4 | 51
COc1ccc(NC(=O)CCSc2nnc(C)s2)cc1 | 3 | ·
COc1ccc2[nH]c(=O)c(CN(CCCN(C)C)C(=O)Nc3ccc(F)cc3)cc2c1 | 5 | ·
CCOCCOC(=O)C1=C(C)NC(=O)NC1c1ccccc1OCc1ccccc1 (stereo not given) | -24 | ·
Cc1ccc(Nc2ccc([N+](=O)[O-])c3nonc23)cc1 | -6 | ·
CCOC(=O)C1=C(C)NC(=O)NC1c1ccco1 (stereo not given) | -10&-18 | ·
CCCCSc1nnc2n(CCc3ccccc3)c(=O)c3c4c(sc3n12)COC(C)(C)C4 | 5 | 51
COc1cccc(C2C(C(=O)OCc3ccccc3)=C(C)NC3=C2C(=O)CCC3)c1OC (stereo not given) | -19 | ·
Cc1cccc(OCC(=O)O/N=C(\N)c2cccc(C)c2)c1 | 2 | ·
COc1cc(C#CC#CCN2CCOCC2)ccc1O | -2 | ·
O=C(Nc1cccc(-c2cn3cccnc3n2)c1)c1ccc2c(c1)OCO2 | 16 | ·
CC(=O)NN1C(=O)/C(=C\c2ccc(O)c([N+](=O)[O-])c2)SC1=S | -2 | ·
COc1ccc(/C=C2\SC(=S)N(CC(=O)OCCN(C)C)C2=O)cc1 | 4 | ·
Cc1ccc2nc(NC(=O)CNS(=O)(=O)c3ccc(Br)s3)sc2c1 | 4 | 84
CC1=C(C(=O)Nc2ccc(Br)cc2)C(c2cccs2)NC(=S)N1 (stereo not given) | 5 | ·
CN(C)Cc1c(O)ccc2c(=O)c(-c3ccccc3)coc12 | -7 | ·
O=C(O)c1ccccc1C(=O)Nc1ccccc1 | 2 | 73
O=C(NNS(=O)(=O)Cc1ccccc1)c1ccc([N+](=O)[O-])cc1 | -1 | ·
O=C(Nc1cccc(Cl)c1)NC1CCCCC1 | 3 | 87
CCCCOc1ccc(C2CC(=O)NC2=O)cc1 (stereo not given) | 4 | 93
Cc1ccc(CN2CCC(C(=O)NCCC(C)C)CC2)o1 | 7 | 91
CC(=O)c1c(C)n([O-])c2ccc(C)cc2[n+]1=O | 8 | 90
COc1cccc(OCCOc2ccc(/C=C3/SC(=S)NC3=O)cc2)c1 | -4 | ·
O=C1c2cccc3cccc(c23)C(=O)N1CCN1CCN(S(=O)(=O)c2cccc3cccnc23)CC1 | -5 | ·

Reprinted at random: 3 compounds from above, in no set order.
SMILES | HePTP inh | BAP1 inh
Cc1[nH]c(=O)[nH]c(=O)c1S(=O)(=O)N(C)Cc1ccccc1 | -4 | 93
Oc1cccc2ccc(Nc3ccccn3)nc12 | 5 | 68
CCN(CC)c1ccc(NC(=O)CC2Oc3ccccc3NC2=O)c(C)c1 (stereo not given) | 5 | 101

Assay outcomes: PubChem BioAssay, several laboratories
